HT1080 IDH1KD tx: HT-1080 IDH1 knockdown cell toxicity (counter line); HT-1080 IDH1 knockdown viability, ATP luminescence, 48 h; Potency, µM (doses to about 46.1 µM), without a hit: at the top dose activity, negative = toxicity, usual class: cytotoxic; 360,000 compounds, 2% hits;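 further: potency means the concentration at half of the fitted maximal effect; 0% = DMSO wells and -100% = cell-free medium wells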
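Assay cells: HT-1080 with IDH1 knockdown, 750 per well, RPMI/5% FBS. Exposure: 48 h at 37 °C following 2 h pre-incubation. Read: CellTiter-Glo luminescence; fitted concentration-response, curve class assigned.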
D3 ag: agonists of human D3 dopamine receptor; 410,000 compounds, 0.58% hits; AID 652048; max activation, %; D3R DiscoveRx beta-arrestin cells, luminescence, 90 min; P35462; in the data active means max activation above about 30%; further: 0% is about no effect; mostly tested at two doses, the higher about 12 µM
Target sequence (P35462 whole entry, looked up): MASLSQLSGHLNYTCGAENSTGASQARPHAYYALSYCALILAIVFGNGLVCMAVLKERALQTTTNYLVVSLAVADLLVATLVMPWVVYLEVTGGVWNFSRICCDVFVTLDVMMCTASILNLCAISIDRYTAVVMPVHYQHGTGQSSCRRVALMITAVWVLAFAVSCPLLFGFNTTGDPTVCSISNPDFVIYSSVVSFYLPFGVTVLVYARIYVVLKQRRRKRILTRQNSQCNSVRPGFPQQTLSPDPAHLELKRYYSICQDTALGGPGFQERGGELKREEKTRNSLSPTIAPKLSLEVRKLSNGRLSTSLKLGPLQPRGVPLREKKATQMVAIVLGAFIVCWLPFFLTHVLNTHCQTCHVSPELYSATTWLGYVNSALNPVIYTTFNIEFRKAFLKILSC
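Cells at 1500/well, incubated overnight, then treated with pinned compounds (dopamine as control) for 90 min at 37 degrees C. DiscoveRx reagent added for 30 - 60 minutes at room temperature; luminescence read.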
SW480 rereplic: inducers of DNA re-replication in SW480 colon cancer cells. SW480 DNA re-replication, Hoechst DNA content imaging, 48 h. Potency, µM (doses to about 46.1 µM), for the others: at the highest dose re-replication activation, actives largely listed as activators. 340,000 compounds, 1.8% hits; further: potency means the concentration at half of the fitted maximal effect; % of control where 0% means no effect; nearly all actives have a fitted effect of over 55% in size
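250 cells/well; 23 nL cpd via pin tool; 48 hr, 37 C, 5% CO2; Hoechst 40 min; imager read of total nuclear intensity, ex 405/em 500-530 nm.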
IL-1B inflam inh: inhibitors of inflammasome signaling (IL-1 beta secretion) | THP-1 LPS/ATP IL-1B secretion, AlphaLISA, 16 h; hits give low values | activity change, % at 57.5 µM | 360,000 compounds, 4.7% hits | AID 743279; in the data active means activity change below about -50%; inconclusive means mostly about -30% to -49%; further: on the % scale 0 is the no-effect control and ±100 the full control effect
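Secreted IL-1B measured by AlphaLISA bead assay after 16 h compound exposure of THP-1 cells; compounds (final up to 57.5 uM) added 1 h before LPS (250 ng/mL) and ATP (1.25 mM) stimulation; lower signal means less secretion.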
KB-3-1 tox: KB-3-1 parental cell cytotoxicity | 400,000 compounds, 1.4% hits | AID 1347075 | Potency, µM (highest dose often 46.1 µM), inactives show at the top dose activity change, negative = cytotoxic, usual class: cytotoxic | KB-3-1 viability, CellTiter-Glo ATP luminescence, 72 h; further: potency means the concentration at half of the fitted maximal effect; on the % scale 0 is the no-effect control and ±100 the full control effect; nearly all actives have a fitted effect of over 60% in size
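KB-3-1 parental drug-naive adenocarcinoma cells in DMEM/10% FBS, incubated 72 h at 37 C with pin-transferred compounds across a concentration series. Viability by CellTiter-Glo luminescence; concentration-response curves fitted after normalization.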
GLP1R ag: GLP-1 receptor (human) agonism; P43220; HEK293 GLP-1R CRE-luciferase, luminescence, 4-6 h; cells express a hypersensitive GLP-1R form; Potency, µM (doses to about 45.6 µM), for the others: at the top dose activation, most hits filed as activators; 380,000 compounds, 0.007% hits; further: potency means the concentration at half of the fitted maximal effect; % of control where 0% means no effect
Target sequence (P43220 whole entry, looked up): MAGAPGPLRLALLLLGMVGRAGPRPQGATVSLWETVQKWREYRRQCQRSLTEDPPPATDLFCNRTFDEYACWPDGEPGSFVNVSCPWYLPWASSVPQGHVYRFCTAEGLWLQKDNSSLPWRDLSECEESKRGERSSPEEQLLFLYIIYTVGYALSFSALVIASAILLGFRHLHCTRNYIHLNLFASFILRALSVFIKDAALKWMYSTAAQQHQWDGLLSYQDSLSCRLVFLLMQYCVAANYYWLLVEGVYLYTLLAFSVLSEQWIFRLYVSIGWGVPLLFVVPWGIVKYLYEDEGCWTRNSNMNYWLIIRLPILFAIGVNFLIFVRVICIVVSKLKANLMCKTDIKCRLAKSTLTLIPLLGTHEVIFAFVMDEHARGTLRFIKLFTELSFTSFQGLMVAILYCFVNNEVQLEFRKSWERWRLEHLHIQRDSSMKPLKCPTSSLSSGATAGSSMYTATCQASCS
DRD3 antagonist: D3 dopamine receptor (human) antagonism | P35462 | D3R cells, DiscoveRx beta-arrestin luminescence, antagonist mode; hits give low values | max response, negative = inhibition, % | 360,000 compounds, 2.5% hits | AID 652054; in the data active means max response below about -50%; inconclusive means no clear call, values can overlap the other calls; further: on the % scale 0 is the no-effect control and ±100 the full control effect; mostly tested at two doses, the higher about 12 µM
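Cells plated overnight at 1500 cells/well, then exposed to library compounds with dopamine controls for 90 minutes at 37 degrees C. DiscoveRx reagent added for 30–60 minutes at room temperature; luminescence read, quantitative HTS format.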
KB-V1 cytotox: KB-V1 MDR subline cytotoxicity. KB-V1 MDR cells viability, CellTiter-Glo, 72 h. Potency, µM (top dose mostly 46.1 µM), without a hit: at the highest dose activity change, negative = cytotoxicity, most hits filed as cytotoxic. 400,000 compounds, 3.4% hits; further: potency means the concentration at half of the fitted maximal effect; on the % scale 0 is the no-effect control and ±100 the full control effect; nearly all actives have a fitted effect of over 60% in size
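In this primary screen, KB-V1 cells overexpressing P-gp are incubated with library compounds (lowest to highest concentration) for 72 h at 37 degrees C before a luminescent ATP viability read.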
HT1080NT lethal: kills 2HG-producing HT-1080-NT fibrosarcoma cells; HT-1080-NT fibrosarcoma viability, CellTiter-Glo ATP luminescence, 48 h; 360,000 compounds, 1.6% hits; Potency, µM (highest dose often 46.1 µM), for the others: at the top dose activity, negative = less viability, most hits filed as cytotoxic; AID 686970;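 further: NT is the 2HG producing partner of a matched IDH1 knockdown line; potency means the concentration at half of the fitted maximal effect; 0% = DMSO-treated cells and -100% = media-only wells without cells; nearly all actives have a fitted effect of over 55% in size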
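HT-1080-NT fibrosarcoma cells (2HG-overproducing), 750 cells/well in RPMI with 5% FBS, dosed after 2 h and incubated 48 h at 37C. CellTiter-Glo luminescence normalized to DMSO and no-cell wells; concentration-response curves fitted and classed.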
* hit, by the source's call; [ ] = remark or other dose. Unless noted, the call rests on the fitted dose curve; in most records, active means well fitted curve in the direction sought with a large enough effect; inconclusive means small, poorly fitted or top-dose-only effect, or another doubt; inactive means no such curve, though single readings can be large; an effect the other way counts as inactive or inconclusive.

What do the screens show for `O=C(Cc1cccc(NC(=O)C2CCCN(C(=O)C3CCCC3)C2)c1)Nc1cccc(C(=O)N2CCCCC2)c1` (stereo not drawn)?
HT1080 IDH1KD tx: 7%; D3 ag: 14; SW480 rereplic: 18%[9.22 µM]; IL-1B inflam inh: 0; KB-3-1 tox: 0%; GLP1R ag: -6%; DRD3 antagonist: 24; KB-V1 cytotox: 0%; HT1080NT lethal: 3%

What do the screens show for `C=CCSc1nc(C)c(Cc2cccc3ccccc23)c(=O)[nH]1`?
HT1080 IDH1KD tx: 0%; D3 ag: 10; SW480 rereplic: -1%; IL-1B inflam inh: -8; KB-3-1 tox: -5%; GLP1R ag: -4%; DRD3 antagonist: 9; KB-V1 cytotox: -9%; HT1080NT lethal: -5%

How did COc1cc(OC)c(OC)cc1/C=C1\CCC/C(=C\c2cc(OC)c(OC)cc2OC)C1=O do in these assays?
HT1080 IDH1KD tx: inconclusive; D3 ag: 17; SW480 rereplic: inconclusive; IL-1B inflam inh: -56*; KB-3-1 tox: inconclusive; GLP1R ag: 22%; DRD3 antagonist: 27; KB-V1 cytotox: inconclusive; HT1080NT lethal: inconclusive

Results for CCCCC(=O)NC(=O)NC(c1ccccc1)c1ccccc1 ?
HT1080 IDH1KD tx: -1%; D3 ag: -16; SW480 rereplic: 25%; IL-1B inflam inh: 0; KB-3-1 tox: 0%; GLP1R ag: 4%; DRD3 antagonist: -8; KB-V1 cytotox: -7%; HT1080NT lethal: 0%

How did O=C(CNC(=O)c1ccc2ccccc2c1)NC1CCCCC1 do in these assays?
HT1080 IDH1KD tx: 17%; D3 ag: -14; SW480 rereplic: 1%; IL-1B inflam inh: -16; KB-3-1 tox: 1%; GLP1R ag: 0%; DRD3 antagonist: -20; KB-V1 cytotox: 12%; HT1080NT lethal: 3%

Results for CCN1C(Nc2ccccc2)=NC[C@@H]1C ?
HT1080 IDH1KD tx: 4%; D3 ag: 12; SW480 rereplic: 0%; IL-1B inflam inh: 18; KB-3-1 tox: 3%; GLP1R ag: 3%; DRD3 antagonist: -19; KB-V1 cytotox: 23%; HT1080NT lethal: -1%

Results for Cc1cccc(N(Cc2ccccc2)C(=O)c2ccccc2F)c1 ?
HT1080 IDH1KD tx: -1%; D3 ag: -7; SW480 rereplic: 7%; IL-1B inflam inh: -9; KB-3-1 tox: -11%; GLP1R ag: 18%; DRD3 antagonist: 4; KB-V1 cytotox: -14%; HT1080NT lethal: inconclusive

What do the screens show for `COc1ccc(C(=O)NN2CCCCC2)cc1OC`?
HT1080 IDH1KD tx: 28%; D3 ag: 10; SW480 rereplic: -4%; IL-1B inflam inh: -16; KB-3-1 tox: 9%; GLP1R ag: -10%; DRD3 antagonist: 2; KB-V1 cytotox: inconclusive; HT1080NT lethal: 1%

Results for O=C(NCc1ccccc1)C(=O)NCC1CCCN1S(=O)(=O)c1cccs1 (stereo not drawn) ?
HT1080 IDH1KD tx: 8%; D3 ag: -1; SW480 rereplic: -1%; IL-1B inflam inh: -1; KB-3-1 tox: 19%; GLP1R ag: -5%; DRD3 antagonist: 6; KB-V1 cytotox: -22%; HT1080NT lethal: 8%

What do the screens show for `O=C(Nc1nc2n(n1)C(c1ccc(Cl)cc1)CC(c1ccc(Cl)cc1)N2)c1ccco1` (stereo not drawn)?
HT1080 IDH1KD tx: 23µM*; D3 ag: -12; SW480 rereplic: 10%; IL-1B inflam inh: inconclusive; KB-3-1 tox: inconclusive; GLP1R ag: -19%; DRD3 antagonist: -53*; KB-V1 cytotox: inconclusive; HT1080NT lethal: 23µM*

How did CCOC(=O)c1c(NC(=O)CSc2cn(CCNC(=O)c3cccc(C(F)(F)F)c3)c3ccccc23)sc2c1CCC2 do in these assays?
D3 ag: 0; KB-3-1 tox: 10%; GLP1R ag: -2%; KB-V1 cytotox: 11%

How did COc1ccc(C2=Nc3cc(C)ccc3OC2)cc1 do in these assays?
HT1080 IDH1KD tx: -11%; D3 ag: 1; SW480 rereplic: -7%; IL-1B inflam inh: 11; KB-3-1 tox: -21%; GLP1R ag: -15%; DRD3 antagonist: 0; KB-V1 cytotox: -13%; HT1080NT lethal: -6%

What do the screens show for `Cc1ccc(C(=O)OCc2cc(=O)n3ccsc3n2)s1`?
HT1080 IDH1KD tx: -4%; D3 ag: -7; SW480 rereplic: 3%; IL-1B inflam inh: -12; KB-3-1 tox: -3%; GLP1R ag: 33%; DRD3 antagonist: 10; KB-V1 cytotox: -11%; HT1080NT lethal: -4%

Results for COc1cc(NC(C)=O)c2ncccc2c1Br ?
HT1080 IDH1KD tx: -5%; D3 ag: -9; IL-1B inflam inh: -25; KB-3-1 tox: -11%; GLP1R ag: 8%; DRD3 antagonist: -12; KB-V1 cytotox: -29%; HT1080NT lethal: 1%

Results for CCNC(=O)C1(C)CCN(C(=O)c2cccc3ccccc23)C1 (stereo not drawn) ?
HT1080 IDH1KD tx: 21%; D3 ag: 5; IL-1B inflam inh: 19; KB-3-1 tox: 0%; GLP1R ag: -4%; DRD3 antagonist: 23; KB-V1 cytotox: 0%; HT1080NT lethal: 24%

How did O=[N+]([O-])c1cccc(/C=N/Nc2cc(Cl)nc(-c3ccccc3)n2)c1 do in these assays?
HT1080 IDH1KD tx: 4%; D3 ag: 6; SW480 rereplic: 17%; IL-1B inflam inh: -77*; KB-3-1 tox: inconclusive; GLP1R ag: -3%; DRD3 antagonist: 38; KB-V1 cytotox: inconclusive; HT1080NT lethal: 6%

What do the screens show for `CCCC(=O)Nc1nnc(COC)s1`?
HT1080 IDH1KD tx: 8%; D3 ag: -4; SW480 rereplic: 3%; IL-1B inflam inh: 3; KB-3-1 tox: -1%; GLP1R ag: 3%; DRD3 antagonist: 1; KB-V1 cytotox: 25%; HT1080NT lethal: 4%

How did CCOP(=O)(OCC)C(Nc1ccccc1)c1cccnc1 (stereo not drawn) do in these assays?
HT1080 IDH1KD tx: 15%; D3 ag: 7; SW480 rereplic: -2%; IL-1B inflam inh: 19; KB-3-1 tox: -3%; GLP1R ag: -3%; DRD3 antagonist: -5; KB-V1 cytotox: -2%; HT1080NT lethal: 0%

How did CN(CC(=O)Nc1c(Cl)cccc1Cl)C(=O)CNC(=O)c1sc2ccccc2c1Cl do in these assays?
HT1080 IDH1KD tx: 0%; D3 ag: -1; SW480 rereplic: -3%; IL-1B inflam inh: 59; KB-3-1 tox: 2%; GLP1R ag: -4%; DRD3 antagonist: 12; KB-V1 cytotox: -6%; HT1080NT lethal: 0%

How did Cn1c(SCC(=O)NC2CC2)nnc1C(F)(F)F do in these assays?
HT1080 IDH1KD tx: inconclusive; D3 ag: 0; SW480 rereplic: -2%; IL-1B inflam inh: 3; KB-3-1 tox: -4%; GLP1R ag: -2%; DRD3 antagonist: 3; KB-V1 cytotox: 0%; HT1080NT lethal: 1%

Results for Cc1ccc(OCC(=O)N2CCc3ccccc32)cc1 ?
HT1080 IDH1KD tx: 8%; D3 ag: -7; SW480 rereplic: -5%; IL-1B inflam inh: -9; KB-3-1 tox: 14%; GLP1R ag: 23%; DRD3 antagonist: 11; KB-V1 cytotox: 7%; HT1080NT lethal: 5%

What do the screens show for `OCC1(Cc2ccccc2)CCN(Cc2cccc(F)c2F)CC1`?
HT1080 IDH1KD tx: -1%; D3 ag: -21; SW480 rereplic: inconclusive; IL-1B inflam inh: -12; KB-3-1 tox: 5%; GLP1R ag: 5%; DRD3 antagonist: -130*; KB-V1 cytotox: -2%; HT1080NT lethal: 5%

What do the screens show for `CC1CN(C(=O)N(C)C)CCN1C(=O)N(C)C` (stereo not drawn)?
HT1080 IDH1KD tx: 9%; D3 ag: -3; SW480 rereplic: -7%; IL-1B inflam inh: 1; KB-3-1 tox: 15%; GLP1R ag: -13%; DRD3 antagonist: -5; KB-V1 cytotox: 15%; HT1080NT lethal: 11%

How did O=C(NCCc1nc2ccccc2[nH]1)c1cc([N+](=O)[O-])cc([N+](=O)[O-])c1 do in these assays?
HT1080 IDH1KD tx: 2%; D3 ag: 5; SW480 rereplic: -4%; IL-1B inflam inh: 27; KB-3-1 tox: 10%; GLP1R ag: -8%; DRD3 antagonist: 4; KB-V1 cytotox: inconclusive; HT1080NT lethal: 1%

What do the screens show for `CC(=O)Nc1ccc(S(=O)(=O)NCCSc2ccccn2)cc1`?
HT1080 IDH1KD tx: 8%; D3 ag: 3; SW480 rereplic: 0%[9.22 µM]; IL-1B inflam inh: -7; KB-3-1 tox: 0%; GLP1R ag: -6%; DRD3 antagonist: 8; KB-V1 cytotox: -7%; HT1080NT lethal: 10%

How did CCC1(c2ccccc2)NC(=O)N(CC(=O)NCc2ccncc2)C1=O (stereo not drawn) do in these assays?
HT1080 IDH1KD tx: 3%; D3 ag: 6; SW480 rereplic: -1%; IL-1B inflam inh: 27; KB-3-1 tox: inconclusive; GLP1R ag: 0%; DRD3 antagonist: 16; KB-V1 cytotox: 14%; HT1080NT lethal: 3%

How did O=C(CCCN1C(=O)/C(=C/c2cccs2)SC1=S)Nc1ccc(C(=O)O)cc1 do in these assays?
HT1080 IDH1KD tx: 0%; D3 ag: -6; SW480 rereplic: 2%; IL-1B inflam inh: 8; KB-3-1 tox: 3%; GLP1R ag: 5%; DRD3 antagonist: -2; KB-V1 cytotox: 15%; HT1080NT lethal: -13%

How did Cc1scc(C(=O)N/N=C/c2ccc(OCC(C)C)cc2)c1C do in these assays?
HT1080 IDH1KD tx: -24%; D3 ag: 8; SW480 rereplic: -1%; IL-1B inflam inh: inconclusive; KB-3-1 tox: inconclusive; GLP1R ag: -4%; DRD3 antagonist: 4; KB-V1 cytotox: -18%; HT1080NT lethal: -26%

Compounds as they come. Share with any hit: about 12%.
